# Source: PubChem
# BCR signal inh = qHTS Assay to Find Inhibitors of Chronic Active B-Cell Receptor Signaling. ABC-DLBCL IkBa-CBG/CBR reporter, luminescence ratio, 4 h. Potency, µM (highest dose often 46.1 µM), for the others: top-dose ratio change, negative = lower green/red ratio, hits mostly inhibitors. 0.05% of 340,000 active. AID 493014, 2011; active = well fitted inhibition curve with a large enough effect in the signal ratio, with a control signal flat, not every such curve was filed as active; inconclusive = small, poorly fitted or top-dose-only effect, or effect the other way, or a change in a side signal; the % refers to the signal ratio;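 note: potency is the fitted concentration of half-maximal effect; plate controls were basal doxycycline-induced cells for no effect and cells given 10 µM MG132 for full effect; MG132 reads +100%, hits lower the ratio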
#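 TMD8 ABC-DLBCL cells carrying doxycycline-inducible green luciferase fused to IkappaBalpha plus unfused red luciferase were exposed to compounds (up to 46 uM) for 4 hrs at 37C. Activity came from the overlap-corrected green/red luminescence ratio.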
# KCNH2 WT inh = qHTS for Inhibitors of KCHN2 3.1: Wildtype qHTS; Voltage-gated inwardly rectifying potassium channel KCNH2 (Homo sapiens), Q12809; U2OS, BacMam KCNH2, thallium flux FluxOr; stronger effect = lower value; activity change, % at 1.84 µM; 0.37% of 340,000 active; AID 720551, 2013;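 active = maximum activity change below -70%; inconclusive = maximum activity change between -70% and -50%; inactive = maximum activity change above -50%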; note: % is set by controls: 0 for no effect and ±100 for the full control effect
#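 U2OS cells were transduced with wild-type KCNH2 virus (2.03 x 10^8 / mL) for 4 h at room temperature, then cultured overnight at 37 C. Thallium flux was read with FluxOr dye. Rate constants were normalized to DMSO controls.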
# CXXC DNA block = qHTS Fluorescence Polarization Assay for Inhibitors of MLL CXXC domain - DNA interaction. 0.037% of 290,000 active. MLL-CXXC / FITC-HOXA9 DNA fluorescence polarization. AID 2662, 2010. Potency, µM (doses to about 115 µM), without a hit: at the highest dose activity change, negative = inhibition, usual class: inhibitors. Histone-lysine N-methyltransferase 2A (Homo sapiens), Q03164; active = well fitted inhibition curve with a large enough effect in the polarisation, with a control signal flat, not every such curve was filed as active; inconclusive = small, poorly fitted or top-dose-only effect, or effect the other way, or a change in a side signal; inactive = no such curve, though single readings can be large or run the other way; the % refers to the polarisation; note: potency is the fitted concentration of half-maximal effect
#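 Steps: dispense CXXC domain solution (7 uM) → pin compounds or unlabeled HOX-A9 DNA control → 5 min ambient → add FLSN-HOX-A9 solution (50 nM) → spin → 30 min ambient → fluorescence polarization. Tris pH 7.5/NaCl/DTT/BSA buffer.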
# TCR act = Activators of T cell receptors: qHTS campaign | 330,000 tested, under 10 active | Potency, µM (highest dose often 9.22 µM), for the others: at the highest dose activation of IL-2 secretion, most hits filed as activators | primary human leukocytes, anti-CD3, IL-2 HTRF, 48 h; note: % of control where 0% means no effect
#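 Primary human leukocytes receive a-CD3 beads and test compound and are incubated 48 hr. Secreted IL-2 is then assayed by HTRF, measuring 665nm acceptor emission after 320nm excitation of the europium donor.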
# AT treatment = qHTS Assay for Identifying a Potential Treatment of Ataxia-Telangiectasia; Potency, µM (doses to about 57.5 µM), for inactives: top-dose activation, most hits filed as activators; 0.19% of 320,000 active; AID 485349, 2010; […] A-T fibroblasts, KAP-1 phosphorylation AlphaLISA; neocarzinostatin DNA damage 30 min before lysis; note: potency is the fitted concentration of half-maximal effect; % of control where 0% means no effect; nearly all actives have a fitted effect of over 45% in size
#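 ATM-like activity read as KAP-1 phosphorylation via AlphaLISA donor/acceptor antibody pairs after lysis and 6 hr at 25C. Cells were ATM-null patient fibroblasts ([…], hTERT), dosed 60 min, then exposed to the DSB inducer NCS for 30 min.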
# FBPA coupling cs = qHTS Assay for Inhibitors of Fructose-1,6-bisphosphate Aldolase from Giardia Lamblia: Coupling assay counterscreen. coupling enzyme system counterscreen, AmpLite Red fluorescence. 0.67% of 290,000 active. activity change, negative = inhibition, % at 58.2 µM, hits read low; in the data active = activity change below about -30%; note: % is set by controls: 0 for no effect and ±100 for the full control effect
#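 Final compound at 57.5 uM, incubated 10 min at RT with coupling enzyme reagent (glyceraldehyde-3-phosphate), then 20 min with substrate and AmpLite Red detection. Fluorescence read at 525/598 nm; tests interference with the coupling assay, not aldolase inhibition.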
# TSHR antagonist = Antagonists of the Thyroid Stimulating Hormone Receptor: HTS campaign; Thyrotropin receptor (Homo sapiens), P16473; TSHR-expressing cells, TSH-stimulated cAMP HTRF, 2 h; stronger effect = lower value; activity change, negative = inhibition, % at 11.5 µM; 0.2% of 330,000 active; AID 504810, 2011;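 active = activity change below a set negative limit, meaning inhibition stronger than a set level, cut at about -70% in these data; inconclusive = activity change between two set negative limits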; note: % is set by controls: 0 for no effect and ±100 for the full control effect
#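 Freshly harvested TSHR cells receive pin-tooled compound, then EC80 TSH at 4nM final. After 2 hours at 37 deg C, antibody in lysis buffer and cAMP-d2 are added; 30 minutes at ambient temperature precede the HTRF read.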
# Giardia kill = Small Molecules that selectively kill Giardia lamblia: qHTS; Giardia lamblia trophozoite viability; 0.15% of 340,000 active; activity change, % at 7.66 µM, hits read low; in the data active = activity change below about -80%; inconclusive = between about -30% and that limit;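 note: parasites exposed to compound for two days anaerobically before the ATP read; % is set by controls: 0 for no effect and ±100 for the full control effect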
#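 Trophozoites 100 cells/well + cpd; 48 hrs, 37 deg C, anaerobic. ATPLite 1-Step added, 15-30 min RT, luminescence read (ATP-based viability).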
# Tb PFK block = qHTS Assay to Find Inhibitors of T. brucei phosphofructokinase; ATP-dependent 6-phosphofructokinase (Trypanosoma brucei brucei), O15648; T. brucei PFK, ADP-Glo luminescence; Potency, µM (highest dose often 57.5 µM), for inactives: at the highest dose activity, negative = inhibition, actives largely listed as inhibitors; 0.17% of 330,000 active; AID 485367, 2010;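 note: potency is the fitted concentration of half-maximal effect; 0% = uninhibited 1x PFK enzyme wells and -100% = no-enzyme wells; nearly all actives have a fitted effect of over 60% in size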
#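 1.25 nM PFK with 0.5 mM F6P and 0.1 mM ATP in 0.1 M TEA pH 8.0, 5 mM MgCl2, incubated 45 min at room temperature; ADP measured by ADP-Glo luminescence; compounds titrated up to 57 uM.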
# GALK inhibitor = qHTS Assay for Inhibitors of Human Galactokinase (GALK). P51570. Purified GALK, Kinase-Glo residual ATP luminescence. Potency, µM (doses to about 57.5 µM), without a hit: top-dose activity change, negative = inhibition, hits mostly inhibitors. 0.007% of 270,000 active; note: potency is the fitted concentration of half-maximal effect; % is set by controls: 0 for no effect and ±100 for the full control effect
#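 5 nM enzyme, 35 uM ATP, 100 uM galactose, 20 mM HEPES pH8.0, 5 mM MgCl2; 1 h RT; residual ATP by Kinase-Glo Plus luminescence, qHTS format.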
# Starred values were filed as active, the others as inactive; ? = inconclusive; · = no result given; [ ] = dose if it differs, or a comment. Unless noted, calls come from the whole dose curve; as a rule, active = well fitted curve in the direction sought with a large enough effect; inconclusive = small, poorly fitted or top-dose-only effect, or another doubt; inactive = no such curve, though single readings can be large; an effect the other way counts as inactive or inconclusive.
# Letters – A = BCR signal inh; B = KCNH2 WT inh; C = CXXC DNA block; D = TCR act; E = AT treatment; F = FBPA coupling cs; G = TSHR antagonist; H = Giardia kill; I = Tb PFK block; J = GALK inhibitor
1	CN1CCC(N(C)C(=O)c2cccc(S(=O)(=O)N3CCc4ccccc43)c2)CC1
  A = ?; B = 6.5; C = ·; D = -19.1%; E = 0.9%; F = ·; G = -3.7; H = -10.4; I = 0.3%; J = ·
2	O=S(=O)(Nc1cccc(-c2cn3c(n2)SCC3)c1)c1ccccc1F
  A = -1.5%; B = -28.0; C = 18.0%; D = -5.1%; E = 1.3%; F = ·; G = 4.7; H = -2.8; I = 1.9%; J = -5.0%
3	Cc1nc2ccccn2c1CN(C)C(=O)C1CCC(=O)N(Cc2cccc(F)c2)C1 (stereo not drawn)
  A = -0.1%; B = 5.1; C = 6.7%; D = 1.9%; E = 10.2%; F = ·; G = -3.6; H = -10.6; I = -3.0%; J = 0.6%
4	O=C(N=C1SC2CS(=O)(=O)CC2N1c1ccccc1Cl)C1CCCO1 (stereo not drawn)
  A = -1.6%; B = 2.0; C = 0.2%; D = 5.9%; E = 27.6%; F = 0.1; G = 2.9; H = 15.9; I = 3.8%; J = -3.3%
5	O=C(NCc1cc(C(F)(F)F)ccc1Cl)c1cccc2c1C(=O)c1ccc(-c3ccc(OC(F)(F)F)cc3)cc1S2(=O)=O
  A = -2.4%; B = ·; C = ·; D = ·; E = -1.2%; F = ·; G = -2.2; H = ·; I = 0.0%; J = ·
6	Cc1ccc(C(=O)c2c3ccccc3[n+]([O-])n2CCC(=O)O)cc1
  A = ?; B = 14.1; C = ·; D = 1.4%; E = -5.5%; F = ·; G = 2.9; H = 31.7[activator]; I = -1.9%; J = ·
7	CCn1cc(CNC(=O)NC2CCCCC2)c(C)n1
  A = -1.1%; B = -10.6; C = -6.3%; D = -2.3%[46.1 µM]; E = -3.1%; F = 1.1; G = -5.0; H = -9.8; I = 4.0%; J = 1.3%
8	COc1cccc(C(C)NC(=O)Nc2cc(Cl)ccc2OC)c1 (stereo not drawn)
  A = -2.2%; B = 2.6; C = 8.1%; D = -1.8%; E = 12.9%; F = -4.2; G = -3.5; H = -10.7; I = 5.0%; J = 0.4%
9	NC(=O)c1ccccc1N/C=C/C(=O)c1ccc(Cl)cc1Cl
  A = ?; B = -2.1; C = 15.8%; D = 1.6%; E = -6.3%; F = -1.4; G = -1.5; H = ?; I = 21.2%; J = -0.3%
10	CSc1nnc(C)c(/C=C/Nc2ccc(C)cc2)n1
  A = 3.8%; B = -7.1; C = 50.3%[activator]; D = 11.3%; E = 5.2%; F = -1.1; G = -1.6; H = 9.8; I = -5.7%; J = 2.0%

# Entries of single compounds as entered above.
# CCn1cc(CNC(=O)NC2CCCCC2)c(C)n1 in the list: BCR signal inh: -1.1%; KCNH2 WT inh: -10.6; CXXC DNA block: -6.3%; TCR act: -2.3%[46.1 µM]; AT treatment: -3.1%; FBPA coupling cs: 1.1; TSHR antagonist: -5.0; Giardia kill: -9.8; Tb PFK block: 4.0%; GALK inhibitor: 1.3%
# CSc1nnc(C)c(/C=C/Nc2ccc(C)cc2)n1 in the list: BCR signal inh: 3.8%; KCNH2 WT inh: -7.1; CXXC DNA block: 50.3%[activator]; TCR act: 11.3%; AT treatment: 5.2%; FBPA coupling cs: -1.1; TSHR antagonist: -1.6; Giardia kill: 9.8; Tb PFK block: -5.7%; GALK inhibitor: 2.0%
# O=S(=O)(Nc1cccc(-c2cn3c(n2)SCC3)c1)c1ccccc1F in the list: BCR signal inh: -1.5%; KCNH2 WT inh: -28.0; CXXC DNA block: 18.0%; TCR act: -5.1%; AT treatment: 1.3%; FBPA coupling cs: ·; TSHR antagonist: 4.7; Giardia kill: -2.8; Tb PFK block: 1.9%; GALK inhibitor: -5.0%

# 3 compounds from above, arranged by heavy-atom count, rising:
# Letters – A = BCR signal inh; B = KCNH2 WT inh; C = CXXC DNA block; D = TCR act; E = AT treatment; F = FBPA coupling cs; G = TSHR antagonist; H = Giardia kill; I = Tb PFK block; J = GALK inhibitor
8	COc1cccc(C(C)NC(=O)Nc2cc(Cl)ccc2OC)c1 (stereo not drawn)
  A = -2.2%; B = 2.6; C = 8.1%; D = -1.8%; E = 12.9%; F = -4.2; G = -3.5; H = -10.7; I = 5.0%; J = 0.4%
6	Cc1ccc(C(=O)c2c3ccccc3[n+]([O-])n2CCC(=O)O)cc1
  A = ?; B = 14.1; C = ·; D = 1.4%; E = -5.5%; F = ·; G = 2.9; H = 31.7[activator]; I = -1.9%; J = ·
5	O=C(NCc1cc(C(F)(F)F)ccc1Cl)c1cccc2c1C(=O)c1ccc(-c3ccc(OC(F)(F)F)cc3)cc1S2(=O)=O
  A = -2.4%; B = ·; C = ·; D = ·; E = -1.2%; F = ·; G = -2.2; H = ·; I = 0.0%; J = ·

# Further results.
# Letters – A = BCR signal inh; B = KCNH2 WT inh; C = CXXC DNA block; D = TCR act; E = AT treatment; F = FBPA coupling cs; G = TSHR antagonist; H = Giardia kill; I = Tb PFK block; J = GALK inhibitor
11	COc1cc(NC(=O)CSc2ncnc3c2cnn3Cc2ccccc2)cc(OC)c1
  A = 14.6%; B = 24.6; C = 3.6%; D = 2.0%; E = -1.9%; F = 2.5; G = 10.0; H = 40.6[activator]; I = 1.1%; J = 0.2%
12	Cc1[nH]n(-c2ccccc2)c(=O)c1C=NCc1ccncc1
  A = ?; B = -1.4; C = ?; D = 2.9%; E = 23.1%; F = 1.3; G = 0.7; H = 5.6; I = 0.0%; J = -1.3%
13	Cc1cc(C)cc(NC(=O)COC(=O)Cc2ccccc2F)c1
  A = 1.7%; B = -5.1; C = ·; D = ·; E = -2.7%; F = ·; G = -10.6; H = -15.9; I = -3.8%; J = ·
14	COc1ccc(S(=O)(=O)Nc2ccc3c(c2)CCC3)cc1
  A = 7.6%; B = 3.5; C = 10.9%; D = -0.7%; E = -4.9%; F = -0.4; G = -2.6; H = 9.9; I = 5.1%; J = 3.7%
15	C/C(=N/N1CCN(c2ccccn2)CC1)c1cccc([N+](=O)[O-])c1
  A = 4.0%; B = 1.1; C = 2.3%; D = 1.9%; E = -4.3%; F = -2.3; G = 1.2; H = 6.8; I = -6.7%; J = 3.5%
16	CCOC(=O)CC1(c2ccc(OC)c(OC)c2)C(=O)c2ccccc2C1=O
  A = ?; B = -8.4; C = 3.4%; D = 4.6%; E = 5.1%; F = 1.7; G = -1.9; H = -13.8; I = 0.9%; J = -3.3%
17	O=C(OCC(=O)N1CCCC1)c1cc2c(cc1[N+](=O)[O-])OCCO2
  A = 3.9%; B = 10.4; C = ·; D = ·; E = -4.1%; F = ·; G = 8.4; H = 2.4; I = 7.7%; J = ·
18	O=C(OCc1ccc(Br)cc1)c1cccc(S(=O)(=O)N2CCCC2)c1
  A = -4.7%; B = 2.0; C = ·; D = 1.7%; E = 8.2%; F = ·; G = -20.5; H = 5.0; I = -9.4%; J = ·
19	O=C(NC1CCCCC1)N1CCN(CCc2ccccc2)CC1
  A = 5.2%; B = 0.2; C = 1.5%; D = ·; E = -3.3%; F = -1.6; G = 6.0; H = -19.2; I = 2.9%; J = -0.5%
20	Cc1cccc(NC(=O)CSCC(=O)NNC(=O)c2ccoc2C)c1
  A = -2.4%; B = -8.6; C = -3.1%; D = -4.6%; E = -0.5%; F = ·; G = 4.7; H = 0.3; I = -3.0%; J = 5.4%
21	CCOC(=O)c1cc(C#N)c(Oc2ccccc2OC)nc1-c1ccccc1
  A = 11.7%; B = 18.5; C = -2.3%; D = 9.5%; E = -5.0%; F = -0.7; G = -13.1; H = -6.2; I = -8.6%; J = 2.5%
22	O=C(O)c1ccc(N2C(=O)CC(SC(=Nc3ccccc3)Nc3ccccc3)C2=O)cc1 (stereo not drawn)
  A = -1.6%; B = -13.5; C = -3.6%; D = -1.6%[46.1 µM]; E = -0.1%; F = 2.7; G = -0.2; H = -0.1; I = 3.3%; J = ·
23	COc1cc(/C=C2\SC(N3CCC(C)CC3)=NC2=O)ccc1O
  A = ?; B = -1.3; C = 65.8%[activator]; D = 5.7%; E = 1.1%; F = 0.4; G = -13.2; H = 6.6; I = -0.3%; J = -2.4%
